Mtb UGM inh – Mtb UDP-galactopyranose mutase inhibition; P9WIQ1; purified UGM, fluorescence polarization probe displacement; inhibition, % at 10 µM; actives 0.06% (n = 320,000); AID 504406; in the data active = inhibition above about 10%, passing the limit was not always enough; inconclusive = no clear call, values can overlap the other calls
Mtb FBA inh – inhibitors of M. tuberculosis fructose-bisphosphate aldolase; P9WQA3; purified M. tuberculosis FBA, fluorescence read-out; actives 2.3% (n = 360,000); inhibition, % at 1 µM; in the data active = inhibition above about 27%;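 also: 0% = vehicle and 100% = reference inhibitor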
Target sequence (P9WQA3 whole entry, looked up): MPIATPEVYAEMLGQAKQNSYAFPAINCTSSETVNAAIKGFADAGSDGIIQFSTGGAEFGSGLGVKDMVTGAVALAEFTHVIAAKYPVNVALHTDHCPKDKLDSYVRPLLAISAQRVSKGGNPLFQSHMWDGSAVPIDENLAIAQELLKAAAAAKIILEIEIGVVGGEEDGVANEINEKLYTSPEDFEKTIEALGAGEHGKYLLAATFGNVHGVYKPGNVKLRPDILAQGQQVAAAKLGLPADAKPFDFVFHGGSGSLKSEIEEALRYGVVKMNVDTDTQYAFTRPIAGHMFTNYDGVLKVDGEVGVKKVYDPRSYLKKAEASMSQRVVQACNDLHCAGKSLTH
PrPC surface inh – cell surface PrPC inhibition, primary TR-FRET screen; P04156; TR-FRET read-out; actives 0.43% (n = 370,000); inhibition, % at 13.8 µM; AID 720596; in the data active = inhibition above about 24%; also: 0% = median of the test wells and 100% = reference compound wells
MazF activator – MazEF (E. coli) toxin RNase activation; P0AE70; FAM/BHQ RNA-DNA oligo cleavage fluorescence, 5 h; activation, % at 20 µM; actives 0.32% (n = 350,000); AID 504720; in the data active = activation above about 50%
Target sequence (P0AE70 whole entry, looked up): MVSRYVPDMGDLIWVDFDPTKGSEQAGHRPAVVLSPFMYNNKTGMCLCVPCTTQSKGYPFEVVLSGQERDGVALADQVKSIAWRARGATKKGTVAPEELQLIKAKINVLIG
BoNT F protease – inhibitors of Botulinum neurotoxin F light chain protease; Multiplex microsphere protease cleavage assay, flow cytometry; AID 588497; inhibition, % at 10 µM; actives 0.22% (n = 360,000); in the data active = inhibition above about 35%, passing the limit was not always enough; inconclusive = no clear call, values can overlap the other calls; also: plate controls were buffer without enzyme for full effect and enzyme alone for no effect
FadD28 binding – inhibitors of Mycobacterium tuberculosis FadD28 bisubstrate binding. FadD28 bisubstrate probe binding, fluorescence polarization. inhibition, % at 12.5 µM. actives 0.22% (n = 360,000). AID 588549; in the data active = inhibition above about 8.5%, passing the limit was not always enough; inconclusive = no clear call, values can overlap the other calls
Rv3671c inh – inhibits the M. tuberculosis serine protease Rv3671c; actives 0.048% (n = 320,000); inhibition, % at 5.96 µM; P9WHR9; in the data active = inhibition above about 38%;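 also: extracellular domain of Rv3671c used as enzyme; 0% = enzyme with DMSO and 100% = no enzyme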
Target sequence (P9WHR9 whole entry, looked up, the tested form may be a part): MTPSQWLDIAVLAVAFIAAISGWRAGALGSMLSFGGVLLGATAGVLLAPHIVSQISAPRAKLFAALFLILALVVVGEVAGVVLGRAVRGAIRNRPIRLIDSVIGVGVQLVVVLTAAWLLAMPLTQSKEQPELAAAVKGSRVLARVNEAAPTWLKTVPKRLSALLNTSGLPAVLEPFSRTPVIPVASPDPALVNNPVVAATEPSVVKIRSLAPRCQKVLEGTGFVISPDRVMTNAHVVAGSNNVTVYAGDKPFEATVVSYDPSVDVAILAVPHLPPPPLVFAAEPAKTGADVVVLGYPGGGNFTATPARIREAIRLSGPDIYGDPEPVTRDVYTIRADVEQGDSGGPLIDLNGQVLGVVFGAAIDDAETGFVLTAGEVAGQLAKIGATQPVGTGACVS
Mtb BioA inh – inhibitors of Mycobacterium tuberculosis BioA enzyme; purified M. tuberculosis BioA enzyme, plate reader; inhibition, % at 9.99 µM; actives 0.096% (n = 360,000); AID 602481; in the data active = inhibition above about 40%; inconclusive = no clear call, values can overlap the other calls
GDH-TPI counter – inhibits GDH-TPI coupling enzymes, artifact for Mtb FBA screen; GDH-TPI coupled enzyme counterscreen, NADH absorbance; actives 1.2% (n = 360,000); inhibition, % at 4.8 µM; in the data active = inhibition above about 30%;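 also: 0% = DMSO wells and 100% = wells lacking the enzyme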
* marks the source's active call; other numbers are inactive results; ? = inconclusive; / = not tested or not shown; & = joins results of further samples. The order is random; overall some 4.8% were active at least once.

SMILES | Mtb UGM inh | Mtb FBA inh | PrPC surface inh | MazF activator | BoNT F protease | FadD28 binding | Rv3671c inh | Mtb BioA inh | GDH-TPI counter
CC(C)(C)c1ccc(C(=O)OCC(=O)N2CCC(c3ccccc3)=N2)cc1 | 4.3 | -1.4 | 5.8 | -13.4 | ? | 0.6 | -1.1 | -2.8 | 6.7
CN1CCN(C(=S)NC(=O)/C=C/c2cccs2)CC1 | -1.0 | 0.6 | -2.0 | 10.7 | 0.1 | -1.7 | -9.2 | / | 20.5
CC(C)CCC(O)(c1ccccc1)C(CN1CCOCC1)c1ccccc1 (stereo not given) | -5.9 | -1.6 | 5.3 | 5.9 | -7.3 | -1.6 | / | 2.8 | 3.5
O=C(CC(c1ccccc1)(c1ccccc1)c1ccccc1)N[C@@H](Cc1ccccc1)C(=O)O | -2.8 | -2.3 | 0.6 | 1.5 | -8.2 | -6.1 | 3.1 | 0.6 | 9.4
COc1cccc(CN2CC(C(=O)NCCc3nccs3)CCC2=O)c1 (stereo not given) | / | -2.0 | -3.3 | -1.2 | 0.0 | 1.1 | / | -0.2 | 3.0
Cc1nnc(SCc2ccccc2F)n1NCc1cccs1 | -2.6 | 1.4 | 2.4 | 0.3 | 1.3 | -0.2 | 4.4 | / | -2.1
CC(=O)N1CCCc2cc(S(=O)(=O)N3CCCC(C)C3)ccc21 (stereo not given) | 0.2 | -1.4 | 1.0 | -1.6 | -2.7 | -3.8 | -2.2 | -5.0 | -0.9
COCCNC(=O)C1CCCN(C(=O)COc2ccc(Cl)cc2Cl)CC1 (stereo not given) | / | 0.8 | -5.7 | / | -1.0 | -1.6 | / | -0.1 | 11.1
N#Cc1c(N)oc(-c2ccccc2)c1-c1ccccc1 | 0.9 | -0.1 | -13.9 | -2.6 | -27.5 | -2.6 | -0.6 | -0.4 | 3.5
Cn1c(SCC(=O)Nc2sccc2C(N)=O)nnc1-c1ccncc1 | -1.6 | 2.8 | -3.0 | 16.9 | -1.5 | 1.6 | -5.3 | 4.7 | -12.5
CN1C(=O)c2ccc(NC(=O)CCS(=O)(=O)c3ccccc3)cc2C1=O | -2.0 | 34.6* | 3.6 | -2.0 | -9.7 | 0.8 | 1.8 | / | 4.4
COc1ccccc1C(=O)NNC(=O)c1ccc(Br)o1 | -0.7 | 4.7 | -0.9 | -7.9 | -2.7 | 1.2 | -1.6 | -0.9 | 4.5
COCCCNC(=O)CCc1nc(-c2ccccc2Cl)no1 | -1.9 | -2.8 | 3.0 | 1.5 | -3.5 | -4.0 | -4.8 | 1.2 | -12.2
Cc1ccc(NC(=O)c2cc(S(=O)(=O)N3CCCC3)c[nH]2)c(C)c1 | 0.5 | 2.0 | -3.6 | 2.7 | 0.2 | -0.1 | 3.8 | 0.9 | 2.8
CC1CN(S(=O)(=O)c2ccc(NC(=O)c3cc(-c4ccccc4O)n[nH]3)cc2)CC(C)O1 (stereo not given) | 2.7 | 0.7 | 10.3 | 8.4 | -3.2 | -3.1 | -77.0 | / | 6.2
COc1ccc(-c2nn3cnnc3s2)cc1OC | 0.1 | 8.1 | 8.2 | 1.6 | / | 1.4 | -2.8 | -1.8 | 1.7
COCCOC(=O)c1c(C)oc2ccc(OCC=C(C)C)cc12 | -0.4 | 0.5 | 10.4 | -10.2 | -0.2 | -2.5 | 0.7 | 2.0 | 9.5
O=C(CSc1nnc(Cc2cc(=O)[nH]c(=O)[nH]2)n1-c1ccccc1)N1CCCc2ccccc21 | 0.2 | -2.7 | 7.6 | -9.8 | 4.9 | -2.3 | 1.5 | -0.9 | 9.6
CC1=NC(C(F)(F)F)(C(F)(F)F)C2=C(CC(C)(C)CC2=O)N1Cc1ccco1 | 1.0 | 0.5 | 0.8 | 0.8 | -2.2 | -3.7 | -1.5 | -1.9 | 12.8
CCN(CC)S(=O)(=O)c1ccc(S(=O)(=O)N2CCCC(C(=O)NC3CC3)C2)cc1 (stereo not given) | 0.6 | -0.5 | 2.8 | -0.4 | -11.6 | -0.2 | 0.5 | -0.6 | 3.5
O=C(NCCO)C1(c2ccccc2)CCCC1 | -0.8 | 0.6 | -5.9 | 9.1 | 7.2 | -5.7 | 10.5 | -0.2 | -3.4
CCCN(CC1CC1)C(=O)COC(=O)c1ccc(C)cc1O | -2.4 | 1.4 | -8.2 | 8.2 | -0.1 | -3.1 | 0.3 | -1.3 | 2.5
COc1cc(NC(=O)Nc2cccc(Cl)c2)c(OC)cc1NC(=O)CN1CCCCC1 | 0.5 | 0.2 | 7.6 | 5.7 | -7.3 | -4.7 | 19.7 | -1.3 | -5.3
Cc1cc(C)c(NC(=O)COc2nc3ccccc3nc2C)c(C)c1 | 0.9 | -2.7 | -0.9 | 5.5 | -5.2 | -4.8 | 4.7 | / | -5.6

Sorted by SMILES length (highest first): some entries from above.
SMILES | Mtb UGM inh | Mtb FBA inh | PrPC surface inh | MazF activator | BoNT F protease | FadD28 binding | Rv3671c inh | Mtb BioA inh | GDH-TPI counter
CC1CN(S(=O)(=O)c2ccc(NC(=O)c3cc(-c4ccccc4O)n[nH]3)cc2)CC(C)O1 (stereo not given) | 2.7 | 0.7 | 10.3 | 8.4 | -3.2 | -3.1 | -77.0 | / | 6.2
CCN(CC)S(=O)(=O)c1ccc(S(=O)(=O)N2CCCC(C(=O)NC3CC3)C2)cc1 (stereo not given) | 0.6 | -0.5 | 2.8 | -0.4 | -11.6 | -0.2 | 0.5 | -0.6 | 3.5
Cc1ccc(NC(=O)c2cc(S(=O)(=O)N3CCCC3)c[nH]2)c(C)c1 | 0.5 | 2.0 | -3.6 | 2.7 | 0.2 | -0.1 | 3.8 | 0.9 | 2.8
Cn1c(SCC(=O)Nc2sccc2C(N)=O)nnc1-c1ccncc1 | -1.6 | 2.8 | -3.0 | 16.9 | -1.5 | 1.6 | -5.3 | 4.7 | -12.5
COCCOC(=O)c1c(C)oc2ccc(OCC=C(C)C)cc12 | -0.4 | 0.5 | 10.4 | -10.2 | -0.2 | -2.5 | 0.7 | 2.0 | 9.5

Further results.
SMILES | Mtb UGM inh | Mtb FBA inh | PrPC surface inh | MazF activator | BoNT F protease | FadD28 binding | Rv3671c inh | Mtb BioA inh | GDH-TPI counter
COc1ccc(CN2CCN(S(=O)(=O)c3ccc(F)cc3)CC2)c(OC)c1OC | -0.1 | -1.7 | 0.6 | 3.0 | 3.9 | -0.7 | 11.0 | -1.8 | -2.5
Cc1nc(-c2ccc(NC(=O)c3ccc(Br)o3)cc2)cs1 | 0.0 | -2.2 | 6.6 | -0.2 | 5.4 | -4.8 | -5.5 | -1.2 | 10.9
CCOC(=O)c1cc(C(=O)NN)c(=O)[nH]c1C | -0.1 | -1.7 | -2.6 | 0.9 | -2.0 | -4.1 | 7.1 | -1.2 | 5.3
Nc1ccnc(Oc2ccc(F)cc2)c1 | -0.9 | 2.0 | 9.4 | 7.9 | -2.0 | 1.3 | -12.3 | / | 8.4
COc1ccc(NC(=O)CS(=O)(=O)c2ccc(C)cc2)c(OC)c1 | 1.0 | -0.6 | 4.1 | 3.7 | 9.6 | -0.2 | 12.8 | -0.2 | -4.3
Cc1ccc(NC(=O)CCS(=O)(=O)c2ccc3c(c2)NC(=O)C(C)S3)cc1Cl (stereo not given) | 0.2 | 4.4 | 5.9 | -8.2 | -3.7 | -0.9 | -0.3 | 4.9 | 18.7
O=C(NNC(=O)c1cccc(O)c1)Nc1ccc([N+](=O)[O-])cc1 | 3.4 | -0.6 | -10.1 | 15.9 | -4.2 | -0.6 | 6.1 | / | 8.6
CN(C)S(=O)(=O)Oc1ccc(C(=O)Nc2cccc(C(F)(F)F)c2)cc1 | -2.2 | -1.8 | 21.0 | -1.1 | -5.4 | -4.8 | -30.3 | / | -12.7
Cc1ccc(Cl)c(NC(=O)CN2CCNC(=O)C2)c1Cl | -1.1 | 4.0 | -4.9 | 5.9 | -1.2 | 1.5 | -0.2 | / | 13.4
Oc1ccc(/C=N/NP(=S)(c2ccccc2)c2ccccc2)cc1 | -1.0 | 2.2 | 1.3 | 10.0 | -3.4 | 0.3 | -11.0 | / | 8.4
Cc1ccc(-c2noc(CCC(=O)N3CCN(c4cc(C)ccc4C)CC3)n2)cc1 | / | -4.4 | 3.8 | 1.3 | -8.3 | -3.8 | / | -2.4 | 4.2
NNC(=O)CSCc1ccc(Cl)cc1Cl | 1.0 | 1.6 | 3.8 | -3.2 | -3.1 | -1.2 | -3.4 | / | 5.0
Cc1ccc(SCC(=O)c2c(C)nc3ccccn23)cc1 | 1.1 | 1.5 | 7.5 | 2.0 | -3.1 | -2.9 | 0.9 | / | 10.4
COC(=O)[C@H]1Cc2cnoc2C[C@]1(C)C(=O)O | -2.6 | 3.5 | 0.6 | 1.6 | 6.2 | 0.8 | 1.8 | 0.7 | 1.4
CS(=O)(=O)N1CCc2cc(C(=O)N3CCOCC3)ccc21 | -0.4 | 8.5 | 4.4 | 7.0 | -23.4 | -1.5 | 0.8 | 1.3 | -1.9
CC(C)c1nccn1S(=O)(=O)c1cc([N+](=O)[O-])ccc1Cl | 1.1 | -1.4 | -22.9 | 1.7 | -3.2 | -3.4 | 2.8 | / | 0.7
COc1cccc(C(=O)Nc2nc(-c3ccc(S(=O)(=O)N4CCOCC4)cc3)cs2)c1 | -1.9 | 3.6 | 6.7 | 4.1 | 9.1 | 0.0 | -60.3 | 0.5 | 13.4
CCOc1ccc(C(=O)/C=C/Nc2ccc(S(=O)(=O)Nc3cc(C)nc(C)n3)cc2)cc1 | 0.6 | / | -0.5 | -0.9 | / | / | -4.1 | / | /
O=C(CSc1ccc(-c2ccco2)nn1)Nc1cccc(F)c1 | 4.2 | 0.2 | 1.7 | -4.2 | -11.2 | -2.5 | -2.2 | 7.2 | 3.5
O=C(NCc1ccccc1F)C1CCCN1C(=O)NCc1ccccc1 (stereo not given) | -1.1 | -16.4 | -3.4 | 1.0 | -27.8 | -3.0 | -0.8 | 1.0 | -3.4
C[C@H](CO)N1C[C@H](C)[C@@H](CN(C)C(=O)Nc2ccc(C(C)(C)C)cc2)OCc2cnnn2CCCC1=O | / | -1.1 | 7.6 | 10.2 | 4.8 | -2.9 | / | -1.3&1.2 | 7.5
N#C/C(=C(/O)CN1CCOCC1)c1nc2ccccc2s1 | 0.0 | 9.0 | 1.5 | -5.8 | -1.2 | -0.5 | -1.6 | -0.7 | 38.8*
O=S(=O)(c1ccc(F)cc1)N1CC2CCCN2c2ccc(C(F)(F)F)cc21 (stereo not given) | 4.3 | -0.8 | 11.8 | -4.3 | -7.2 | -0.1 | -2.6 | -2.5 | 9.6
CCOc1ccc(N2CC(C(=O)NCCc3ccc(OC)c(OC)c3)CC2=O)cc1 (stereo not given) | / | -1.9 | -2.9 | 4.2 | / | 0.2 | / | -2.0 | -0.5
COc1ccccc1NS(=O)(=O)c1ccc2c(c1)N(C(C)=O)CC(C)S2 (stereo not given) | -0.2 | 0.8 | 6.0 | 1.0 | 1.0 | -1.8 | 1.9 | 1.6 | 2.6
CCOP(=S)(OCC)SCC(=O)NC(C)(CC)C(=O)O (stereo not given) | 0.7 | 1.1 | -4.0 | -2.0 | 4.3 | -1.6 | 0.0 | 1.5 | -5.0
CC(C)OCCCNC(=O)CCSc1ccc(Cl)cc1 | 1.7 | 0.4 | -2.7 | -1.6 | -10.1 | -0.6 | -3.0 | 3.3 | -2.1
Cc1nnc(SCC2=C(C(=O)O)N3C(=O)C(NC(=O)Cn4nc(C(F)F)cc4C)C3SC2)s1 (stereo not given) | 1.5 | -1.3 | 4.6 | 1.2 | 3.1 | -2.6 | -6.8 | / | -3.9
CC(=O)Nc1ccc(C(=O)OCC(=O)N2CC3(C)CC2CC(C)(C)C3)cc1 (stereo not given) | -4.4 | 2.1 | 8.8 | -19.5 | -3.5 | -0.4 | 2.5 | -3.8 | 7.9
CC1(C)OC1COc1c2ccoc2cc2oc(=O)ccc12 (stereo not given) | 0.0 | 4.5 | 6.9 | 6.0 | -2.0 | -1.1 | 7.2 | / | 1.3
CC(=O)NCC(=O)OCC(=O)c1ccc2ccccc2c1 | -2.7 | -1.5 | 7.7 | 3.9 | -16.5 | -0.5 | -0.1 | -1.2 | 5.2
O=C(COc1ccc2c(C(F)(F)F)cc(=O)oc2c1)Nc1ccc2c(c1)OCCO2 | -2.8 | -0.7 | -10.5 | -1.0 | -2.8 | -0.9 | 5.4 | -1.0 | -10.3
COc1ccccc1CCNC1C2CC3CC(C2)CC1C3 (stereo not given) | 2.9 | 1.4 | 3.3 | 10.2 | -4.1 | -3.5 | -2.0 | / | 5.6
